Assay outcomes as filed in PubChem BioAssay.
GLP-1R inv ag – qHTS of GLP-1 Receptor Inverse Agonists (Inhibition Mode); HEK293 GLP-1R CRE-luciferase, luminescence, 24 h; GLP-1R form is constitutively active; Potency, µM (top dose mostly 38.3 µM), for inactives: at the top dose activity change, negative = inhibition, actives largely listed as inhibitors; hit rate 1.6% among 410,000; Glucagon-like peptide 1 receptor (Homo sapiens), P43220; AID 624417, 2012; note: % is set by controls: 0 for no effect and ±100 for the full control effect; nearly all actives have a fitted effect of over 55% in size
Target sequence (P43220 whole entry, looked up): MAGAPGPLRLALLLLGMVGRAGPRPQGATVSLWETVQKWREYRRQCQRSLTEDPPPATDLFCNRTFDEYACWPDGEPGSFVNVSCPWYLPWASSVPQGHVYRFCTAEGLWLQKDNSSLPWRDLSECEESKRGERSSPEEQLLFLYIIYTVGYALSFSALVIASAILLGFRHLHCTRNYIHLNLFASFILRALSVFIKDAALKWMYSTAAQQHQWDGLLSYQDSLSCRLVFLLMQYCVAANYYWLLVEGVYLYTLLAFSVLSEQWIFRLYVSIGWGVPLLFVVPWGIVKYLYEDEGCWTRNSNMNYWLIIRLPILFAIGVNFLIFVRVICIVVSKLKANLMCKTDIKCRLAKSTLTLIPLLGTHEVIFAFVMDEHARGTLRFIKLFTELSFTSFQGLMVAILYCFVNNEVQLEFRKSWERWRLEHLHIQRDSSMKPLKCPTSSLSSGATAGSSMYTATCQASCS
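Readout was luciferase luminescence, measured 12 min after detection reagent at room temperature. Beforehand, GLP-1R reporter HEK293 cells had sat 12 h, then received compounds for 24 hr at 37 deg C.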
KB-V1 MDR tox – qHTS assay for MDR1-selective chemotherapeutics: Primary screen using the drug-selected MDR subline cells KB-V1; KB-V1 MDR cells viability, CellTiter-Glo, 72 h; Potency, µM (doses to about 46.1 µM), for the others: at the highest dose activity change, negative = cytotoxicity, hits mostly cytotoxic; hit rate 3.4% among 400,000; note: % is set by controls: 0 for no effect and ±100 for the full control effect; nearly all actives have a fitted effect of over 60% in size
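Readout: CellTiter-Glo luminescence, 10 min after addition. Cells: KB-V1 MDR subline, 72 h at 37 degrees C with compound. Analysis: corrected, normalized data fitted to concentration-effect curves.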
KB-3-1 tox – qHTS assay for MDR1-selective chemotherapeutics: Primary screen using the parental adenocarcinoma cell KB-3-1; Potency, µM (highest dose often 46.1 µM), for inactives: at the top dose activity change, negative = cytotoxic, most hits filed as cytotoxic; KB-3-1 viability, CellTiter-Glo ATP luminescence, 72 h; AID 1347075, 2019; hit rate 1.4% among 400,000; note: % is set by controls: 0 for no effect and ±100 for the full control effect; nearly all actives have a fitted effect of over 60% in size
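Using CellTiter-Glo luminescence, growth of non-resistant KB-3-1 adenocarcinoma cells is assessed 72 h after pin-tool compound addition at 37 °C. Normalized responses across the concentration series yield fitted curves.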
HT1080-NT tox – qHTS for induction of synthetic lethality in tumor cells producing 2HG: qHTS for the HT-1080-NT fibrosarcoma cell line; HT-1080-NT fibrosarcoma viability, CellTiter-Glo ATP luminescence, 48 h; Potency, µM (top dose mostly 46.1 µM), inactives show at the top dose activity, negative = less viability, most hits filed as cytotoxic; hit rate 1.6% among 360,000; AID 686970, 2013;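 note: NT is the 2HG producing partner of a matched IDH1 knockdown line; 0% = DMSO-treated cells and -100% = media-only wells without cells; nearly all actives have a fitted effect of over 55% in size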
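Read-out is CellTiter-Glo luminescence after 10 minutes at room temperature, following 48 hours' compound treatment of HT-1080-NT cells (750 cells/well, RPMI, 5% FBS, 37 degrees C).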
HT1080 IDH1KD tx – qHTS for induction of synthetic lethality in tumor cells producing 2HG: qHTS for the HT-1080-IDH1KD cell line. Potency, µM (titrated, usually from 46.1 µM), for inactives: top-dose activity, negative = toxicity, actives largely listed as cytotoxic. hit rate 2% among 360,000. HT-1080 IDH1 knockdown viability, ATP luminescence, 48 h;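 note: 0% = DMSO wells and -100% = cell-free medium wells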
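In this qHTS, HT-1080 cells depleted of IDH1 are exposed for 48 h at 37 °C to compound titrations. Toxicity is scored from CellTiter-Glo luminescence, with DMSO as full viability and medium alone as none.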
TDP43 rescue – qHTS of TDP-43 Inhibitors; hit rate 1.8% among 410,000; Potency, µM (top dose mostly 46.1 µM), for inactives: at the highest dose growth rescue (activation), hits mostly activators; TDP-43 expressing yeast growth rescue, BacTiter-Glo, 24 h; note: % of control where 0% means no effect; nearly all actives have a fitted effect of over 50% in size
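Growth rescue of TDP-43-toxic yeast measured as ATP luminescence (BacTiter-Glo). Cells grown to mid-log in raffinose, induced in galactose at OD600=0.02, exposed to compound 24 hr at 30 deg C.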
GLP1R ag – qHTS of GLP-1 Receptor Agonists; Glucagon-like peptide 1 receptor (Homo sapiens), P43220; HEK293 GLP-1R CRE-luciferase, luminescence, 4-6 h; cells express a hypersensitive GLP-1R form; hit rate 0.007% among 380,000; Potency, µM (doses to about 45.6 µM), for the others: at the highest dose activation, hits mostly activators; AID 624172, 2012; note: % of control where 0% means no effect
HEK293 tox – qHTS of GLP-1 Receptor Inverse Agonists: Cytotox Screen; hit rate 0.13% among 410,000; AID 624418, 2012; HEK293 cAMP-luciferase reporter cells, luminescence, 24 h; Potency, µM (highest dose often 38.3 µM), for the others: top-dose activity change, negative = inhibition, actives largely listed as inhibitors;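 note: loss of luciferase light is scored as toxicity; % is set by controls: 0 for no effect and ±100 for the full control effect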
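MLSMR compounds, 24 hr on cells at 37 deg C/5% CO2; luminescence after luciferase reagent (12 min RT). Inhibition counted as the undesired cytotoxic outcome.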
SW480 rerep – A quantitative high throughput screen for small molecules that induce DNA re-replication in SW480 colon adenocarcinoma cells; SW480 DNA re-replication, Hoechst DNA content imaging, 48 h; Potency, µM (doses to about 46.1 µM), without a hit: top-dose re-replication activation, most hits filed as activators; hit rate 1.8% among 340,000; AID 624297, 2012; note: % of control where 0% means no effect; nearly all actives have a fitted effect of over 55% in size
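Per well, 250 cells were exposed to pinned compound for 48 hr. Nuclear DNA was visualised with Hoechst (40 min, 37 C) and total object intensity recorded by fluorescence scanning.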
An asterisk follows results filed as active; ? = inconclusive; . = no result given; [ ] = another dose, or the depositor's remark. Calls come from the whole dose curve; as a rule, active = well fitted curve in the direction sought with a large enough effect; inconclusive = small, poorly fitted or top-dose-only effect, or another doubt; inactive = no such curve, though single readings can be large; an effect the other way counts as inactive or inconclusive. Potency is the fitted concentration of half-maximal effect.

SMILES	GLP-1R inv ag	KB-V1 MDR tox	KB-3-1 tox	HT1080-NT tox	HT1080 IDH1KD tx	TDP43 rescue	GLP1R ag	HEK293 tox	SW480 rerep
O=[N+]([O-])c1ccc(C[n+]2cccc3c4ccccc4ccc32)cc1	-44%	-23%	?	-5%	-26%	-24%	-6%	-22%	?
Cc1ccc(CNC(=O)CNS(=O)(=O)c2cccs2)cc1	2%	0%	5%	.	.	15%	0%	-2%	.
Cc1nnc(N/N=C\c2ccc(-c3ccccc3[N+](=O)[O-])o2)n1N	0%	-18%	13%	0%	-11%	-4%	-44%[inhibitor]	-2%	?
O=C(NCc1ccccc1Br)c1ccc2c(c1)OCCO2	11%	?	7%	-2%	0%	11µM*	3%	-14%	-1%
Cc1cc(C)c(Cn2c3ccccc3c3cnn(CC(=O)NCCc4ccccc4)c(=O)c32)c(C)c1	20%	-10%	-20%	.	.	0%[9.22 µM]	.	-1%	.
O=C(O)C1CCCN1C(=O)C1CCN(S(=O)(=O)c2cccc(C(F)(F)F)c2)CC1 (configuration not stated)	10%	14%	-6%	3%	11%	6%	-12%	-6%	-12%
CN(C)S(=O)(=O)c1ccc(C(=O)Nc2ccc(OCC(=O)N3CCOCC3)cc2)cc1	17%	?	-1%	-2%	-2%	-10%	?	16%	-4%
CC1(C)CC(=O)C=C(c2ccc(COC(=O)c3cc(F)cc(F)c3)cc2)C1=O	-15%	-6%	3%	-18%	-10%	17%	3%	-4%	.
COc1cc(C(=O)NCCc2ccc(S(N)(=O)=O)cc2)cc(OC)c1OC	6%	25%	4%	-4%	12%	-3%	-2%	7%	-16%
CC(=O)c1ccc(NC(=O)CCOc2cc(C)ccc2C)cc1	-13%	-12%	-12%	1%	-1%	?	21%	-6%	-4%

An excerpt of these results, with each value named:
Cc1cc(C)c(Cn2c3ccccc3c3cnn(CC(=O)NCCc4ccccc4)c(=O)c32)c(C)c1
  GLP-1R inv ag = 20% | KB-V1 MDR tox = -10% | KB-3-1 tox = -20% | HT1080-NT tox = . | HT1080 IDH1KD tx = . | TDP43 rescue = 0%[9.22 µM] | GLP1R ag = . | HEK293 tox = -1% | SW480 rerep = .

O=C(O)C1CCCN1C(=O)C1CCN(S(=O)(=O)c2cccc(C(F)(F)F)c2)CC1 (configuration not stated)
  GLP-1R inv ag = 10% | KB-V1 MDR tox = 14% | KB-3-1 tox = -6% | HT1080-NT tox = 3% | HT1080 IDH1KD tx = 11% | TDP43 rescue = 6% | GLP1R ag = -12% | HEK293 tox = -6% | SW480 rerep = -12%

Remaining list, next part
SMILES	GLP-1R inv ag	KB-V1 MDR tox	KB-3-1 tox	HT1080-NT tox	HT1080 IDH1KD tx	TDP43 rescue	GLP1R ag	HEK293 tox	SW480 rerep
CCc1nnc(NC(=O)CSc2ncnc3scc(-c4ccc(C)cc4)c23)s1	8%	6.5µM*	-26%	5%	4%	-20%	-6%	-5%	4%
COc1ccc(C2NC(=S)NC(C)=C2C(=O)N2CCOCC2)cc1 (configuration not stated)	0%	4%	-10%	12%	2%	22%	0%	-1%	-48%[inhibitor]
CC(CC(=O)Nc1nccs1)c1ccccc1 (configuration not stated)	21%	-16%	-9%	4%	-6%	23%	-7%	0%	-3%
O=C1CCCc2c1nc(-c1ccccc1F)n2O	16%	-1%	-16%	-2%	-6%	-26%	-1%	19%	-49%[inhibitor]
ClCc1csc(-c2ccc(Cl)cc2)n1	-5%	-13%	1%	5%	9%	-19%	23%	-3%	-1%
COc1ccc(CCNC(=O)CCn2cccc2)cc1OC	-3%	9%	19%	17%	5%	10%	0%	18%	-4%[9.22 µM]
CN(CC(=O)Nc1ccc(F)c(F)c1F)C(=O)c1ccc(-n2cncn2)cc1	9%	?	14%	6%	3%	9%	-5%	2%	7%
CCCc1cc(-c2n[nH]c(C)c2-c2ccc(C(=O)OCC)o2)c(O)cc1O	?	6%	10%	?	?	-15%	5%	?	1%
CN(C)CC(NC(=O)c1cccc(S(=O)(=O)Nc2ccc3c(c2)OCO3)c1)c1ccccc1 (configuration not stated)	?	?	3%	-6%[9.24 µM]	-3%	0%	2%	4%	-21%
CC(C)C(c1nnnn1Cc1ccco1)N1CCC(C(N)=O)CC1 (configuration not stated)	4%	0%	0%	8%	2%	18%	-8%	-5%	-3%
CC(C)(C)C(=O)NCCCNc1ccc([N+](=O)[O-])cc1	-10%	-17%	2%	3%	-2%	10%	2%	?	0%
O=C(NCC1CCCO1)c1ccc(Cl)c(F)c1F (configuration not stated)	9%	23%	2%	12%	4%	3%	4%	22%	5%
CCOC(=O)CC(c1ccc([N+](=O)[O-])cc1)n1c(C)ccc1C (configuration not stated)	-7%	?	9%	-6%	-6%	19%	9%	-2%	?
COc1ccc(Br)cc1CNC(=O)C1CCCCN1S(=O)(=O)c1ccc(F)cc1 (configuration not stated)	?	-28%	0%	.	.	19%	.	-11%	.
O=C(COc1ccc(Cl)cc1)NCc1ccncc1	-5%[7.66 µM]	-6%	-3%	0%	2%	-2%	0%	-3%[7.66 µM]	2%
C/C(=C\C(=O)c1ccccc1)Nc1ccc(N2CCOCC2)cc1	8%	19%	9%	5%	0%	-3%	6%	-13%	-14%
O=C(CSc1nc(-c2ccccc2)[nH]c1-c1ccc(F)cc1)NC1CCCC1	?	-11%	-11%	.	.	12%	.	-2%	.
CCN(CC(=O)NCc1cccs1)C(=O)c1ccc(S(=O)(=O)Nc2ccccc2F)cc1	3%	8%	6%	0%	1%	20%	-1%	3%	0%
CC1=C(C(=O)Nc2ccc(F)c(F)c2)C(c2cccs2)NC(=S)N1 (configuration not stated)	15%	14%	8%	0%	11%	18%	-10%	2%	3%
CCN1C=C(Cc2ccc(OC)cc2)C2=C(C1)C(c1ccc(OC)cc1)C(C#N)=C(N)O2 (configuration not stated)	6.3µM*	-1%	?	-26%	?	-5%	3%	-2%	?
O=C(NCCOc1ccccc1F)C1CCC(=O)N(CC2CCCCC2)C1 (configuration not stated)	-21%	12%	10%	2%	1%	14%	2%	3%	-2%
O=C(NC1CCS(=O)(=O)C1)OC1CCCCC1 (configuration not stated)	0%	7%	14%	4%	-1%	3%	0%	3%	2%
CCn1c(C)c(C2N3CC4(C)CN2CC(CC)(C3)C4=O)c2ccccc21 (configuration not stated)	15%	3%	0%	.	.	-2%	.	1%	.
O=C1C(c2ccc(F)cc2)N(CCc2ccccc2)C(=O)CN1C1CCCCC1 (configuration not stated)	10%	11%	-11%	.	.	-32%[inhibitor]	.	3%	.
COCCN1C(=O)/C(=C/c2ccc(N3CCCC3)cc2)SC1=S	-4%	3%	-11%	9%	24%	-2%	8%	4%	-25%
Cc1cccc(NC(=O)Cn2cnc3ccccc3c2=O)c1C	-18%	-10%	-20%	2%	1%	-9%	17%	-8%	-1%[9.22 µM]
CCCCn1nnnc1C1(C)CCC(=O)N1CCc1ccc(O)cc1 (configuration not stated)	11%	-10%	15%	4%	16%	9%	4%	5%	.
CCn1ccnc1CNC(=O)c1ccc(OC2CCN(C(=O)COC)CC2)cc1	8%	?	8%	9%	13%	0%	9%	7%	-8%
Cc1ccc(-n2ncc3c(NNC(=O)c4ccco4)ncnc32)c(C)c1	0%[0.307 µM]	-18%	-4%	12%	16%	8%	-24%	-3%[0.307 µM]	3%
CC(C)CC(=O)N1CC=CC[C@@H](c2ccc(Cl)cc2)N(Cc2ccc(Cl)cc2)C(=O)[C@@H]1Cc1ccccc1	?	?	?	-13%	-20%	6%	-3%	-1%	3%

By substructure, the entries above with two or more sulfur atoms
SMILES	GLP-1R inv ag	KB-V1 MDR tox	KB-3-1 tox	HT1080-NT tox	HT1080 IDH1KD tx	TDP43 rescue	GLP1R ag	HEK293 tox	SW480 rerep
Cc1ccc(CNC(=O)CNS(=O)(=O)c2cccs2)cc1	2%	0%	5%	.	.	15%	0%	-2%	.
CCc1nnc(NC(=O)CSc2ncnc3scc(-c4ccc(C)cc4)c23)s1	8%	6.5µM*	-26%	5%	4%	-20%	-6%	-5%	4%
CCN(CC(=O)NCc1cccs1)C(=O)c1ccc(S(=O)(=O)Nc2ccccc2F)cc1	3%	8%	6%	0%	1%	20%	-1%	3%	0%
CC1=C(C(=O)Nc2ccc(F)c(F)c2)C(c2cccs2)NC(=S)N1 (configuration not stated)	15%	14%	8%	0%	11%	18%	-10%	2%	3%
COCCN1C(=O)/C(=C/c2ccc(N3CCCC3)cc2)SC1=S	-4%	3%	-11%	9%	24%	-2%	8%	4%	-25%

(cont.)
SMILES	GLP-1R inv ag	KB-V1 MDR tox	KB-3-1 tox	HT1080-NT tox	HT1080 IDH1KD tx	TDP43 rescue	GLP1R ag	HEK293 tox	SW480 rerep
O=C(NCCC1=CCCCC1)C1CCCN(c2nc3ccccc3o2)C1 (configuration not stated)	-5%	-18%	-3%	11%	-1%	-6%	3%	-11%	-7%
Cc1cc(C)cc(NC(=O)c2cccc(C(=O)Nc3cc(C)cc(C)c3)n2)c1	2%	12%	-16%	13%	11%	5%	1%	-5%	2%
CC1CCN(C(=O)Cn2cc3c(n2)CCCC3)CC1	17%	-8%	-4%	6%	0%	16%	-6%	-10%	0%
C[C@@H]1NC(=O)N(CCCn2ccnc2)C1=O	4%	14%	10%	2%	0%	19%	-2%	5%	-8%
